High-throughput results as filed in PubChem.
Lipid storage S3: qHTS Assay for Lipid Storage Modulators in Drosophila S3 Cells. Drosophila S3 cells, BODIPY lipid droplet fluorescence, 18-24 h; cells fed with added oleic acid. Potency in µM for hits, for the others lipid storage change, negative = inhibition, % at the top dose, mostly 46.1 µM. 0.64% of 320,000 active; active = well fitted inhibition curve with a large enough effect in the signal ratio, with a control signal flat, not every such curve was filed as active; inconclusive = small, poorly fitted or top-dose-only effect, or effect the other way, or a change in a side signal; the % refers to the signal ratio
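Drosophila S3 cells loaded with oleic acid (400 uM, as added) and compounds at several concentrations; lipid droplets imaged by 488-nm laser-scanning cytometry, 500–530 nm intensity and object ratio to cell channel. Percent activity normalized to 20 uM Triacsin C.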
Lipid storage S3 cell count max: further read-out of Lipid storage S3, marked with its call; cell number change, %; measured here: cell count max response;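 cells counted by Cell Tracker Red CMTPX staining in the red channel; peak over a dose series mostly up to 46.1 µM; percent activity relative to internal control wells on each plate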
An asterisk follows results filed as active; i = inactive; ? = inconclusive; · = no result given. % is scaled to controls: 0 for no effect and ±100 for the full control effect; potency is read from the fitted curve at half-maximal effect.

SMILES	Lipid storage S3	Lipid storage S3 cell count max
O=C1CC(N2CCC(n3c(=O)[nH]c4ccccc43)CC2)C(=O)N1Cc1ccccc1 (stereo not given)	?	·
CCN(CC)CC(=O)Nc1c(C)cccc1C	?	-8
CC(C)C12CN3CC(C(C)C)(CN(C1)C3c1cccnc1)C2=O (stereo not given)	13%	-4
OC(Cc1ccccc1)(c1ccccc1)C1CN2CCC1CC2 (stereo not given)	?	·
OCCOc1ccccc1	-9%	1
COC(=O)C1=C(c2c(C)noc2C)C[C@@H]2CC[C@H]1N2C(=O)N1CCc2cc(OC)c(OC)cc2C1	?	·
CCOc1ccc(Cn2c(=O)oc3ccc(C)cc32)cc1OC	?	·
CCN(CC)C(=O)c1ccc(NC(=S)NC(=O)CCc2ccccc2)cc1	?	·
CCCCn1c(O)c(C(CC)=NCCN2CCOCC2)c(=O)[nH]c1=O	i	28
O=c1[nH]c(=O)n(Cc2ccco2)c(O)c1C=NCCN1CCNCC1	6%	1
COc1cc(OC)cc(-n2nc(C(=O)N3CCC4(CC3)OCCO4)c3ccccc3c2=O)c1	?	·
COc1ccc2oc3c(c2c1)NC(=O)CN=C3c1ccccc1	10%	-2
CN1CCC(OC(=O)C2c3ccccc3Oc3ccccc32)CC1	?	·
O=C(CCC(=O)N1C[C@H]2C[C@@H](C1)c1cccc(=O)n1C2)NCc1ccc(F)cc1	7%	8
O=P1(NC2CCCC2)COc2ccccc2OC1	?	·
O=C(Cn1ncc2c3ccccc3n(Cc3ccccc3F)c2c1=O)N1CCC2(CC1)OCCO2	?	·
CC1(C)CN=C(NCc2ccccc2Cl)S1	?	·
Cc1cc(OCC(=O)N2CCC(C(=O)O)CC2)c2c3c(c(=O)oc2c1)CCC3	?	·
CN1CCN(C(=O)Cc2ccccc2)CC1	-7%	8
CCN(CCNc1ccc([N+](=O)[O-])c2cccnc12)S(=O)(=O)c1ccc(Cl)cc1	?	·
COC(=O)C1=Nc2ccccc2/C1=C\c1c(O)n(-c2ccc(OC)cc2)c(=O)[nH]c1=O	?	·
CC(ON1CC1(C(F)(F)F)C(F)(F)F)(C(N)=O)C(N)=O (stereo not given)	?	·
COC(=O)C1=C(c2ccc(-c3ccccc3)c(F)c2)C[C@@H]2CC[C@H]1N2C(=O)NCc1ccco1	?	·
Cc1cccc(N2CCN(CCc3ccccc3)CC2)c1C	i	2
CC1(C)C2([N+](=O)[O-])CN3CC1([N+](=O)[O-])CN(C2)C3c1ccccn1 (stereo not given)	?	·
O=C1NC(=O)C(=Cc2cc([N+](=O)[O-])ccc2N2CCCCC2)C(=O)N1	1%	1
CCCCn1c(=O)c(C(=O)NCc2ccncc2)c(O)c2ccccc21	?	·
CN1C2CCC1CC(OC(=O)c1ccc([N+](=O)[O-])cc1)C2 (stereo not given)	?	·
COc1ccc(F)cc1C(=O)C1CCCN(Cc2cnc(C)s2)C1 (stereo not given)	9%	0
N=c1c2c(n(Cc3ccc(Cl)cc3Cl)c3c1CCC3)CCCC2	?	·
O=C1NC(=O)C(C/C=C/c2ccccc2)C(=O)N1	?	·
ClCCNc1nc2ccc(Cl)cc2[nH]1	-4%	-3
CCC(C)(C)n1nnnc1C(c1cccs1)N1CC=C(c2ccc(F)cc2)CC1 (stereo not given)	?	·
CN1C(=O)N(C)C(=O)C2(Cc3c(nc4ccccn4c3=O)N3CCC(Cc4ccccc4)CC32)C1=O (stereo not given)	?	·
Cc1nc2ccc(Cl)cc2c(=O)n1-c1ccccc1Cl	18%	5
O=C(c1cc(F)ccc1F)C1CCCN(Cc2cc(Cl)ccc2O)C1 (stereo not given)	?	·

Complete entries as entered above.
O=C1NC(=O)C(=Cc2cc([N+](=O)[O-])ccc2N2CCCCC2)C(=O)N1 across the screens: Lipid storage S3 = 1%; Lipid storage S3 cell count max = 1
O=C(c1cc(F)ccc1F)C1CCCN(Cc2cc(Cl)ccc2O)C1 (stereo not given) across the screens: Lipid storage S3 = ?; Lipid storage S3 cell count max = ·

(further entries)
SMILES	Lipid storage S3	Lipid storage S3 cell count max
CCn1c(O)c(C(=O)CC2NCCc3ccccc32)c(=O)n(CC)c1=S (stereo not given)	?	·
Cc1ccccc1N1CCN(C2CCCN(C(=O)COc3ccccc3)C2)CC1 (stereo not given)	2%	7
O=[N+]([O-])c1ccc(Nc2ccccc2)cc1	-23%	2
CC[N+](CC)(CC)CCCOC(=O)C(O)(c1ccccc1)C1CCCCC1 (stereo not given)	?	·
COc1ccccc1-n1c(-c2ccc(C)cc2)nc2ccccc2c1=O	?	·
Cc1ccc2c(c1)C1CN(C)CCC1N2C(=O)Cc1cccs1 (stereo not given)	12%	9
CCN1CCN(CC(=O)c2c(C)n(Cc3ccccc3)c3ccc(OC)cc23)CC1	?	·
Cc1nc2ccccc2c(=O)n1-c1ccc(-c2ccccc2)cc1	?	·
O=C1C(=O)c2cccc3cccc1c23	?	·
O=c1c2ccccc2nc(/C=C/c2ccccc2)n1-c1ccc(O)cc1	-3%	-10
Brc1ccccc1CNCCc1ccc2c(c1)OCO2	i	-2
C=C[C@@]12CN(C)[C@H]3[C@H]1[C@@]1(C(=O)Nc4ccccc41)C1CC2[C@@H]3CO1	-4%	2
C=C[C@H]1CN2CC[C@H]1C[C@@H]2[C@@H](O)c1ccnc2ccccc12	?	·
Cc1ccc(N2C(=O)NC(=O)/C(=C\c3cnc(-c4ccccc4)nc3)C2=O)cc1	5%	-3
CC(=NCc1cccnc1)c1c(O)n(-c2ccc(C)cc2)c(=O)[nH]c1=O	15%	-21
CCCOC(=O)C1C2c3ccccc3C(c3ccccc32)C1C(=O)O (stereo not given)	-18%	5
CC1(C)C2CC=C(CN3CCOCC3)C1C2 (stereo not given)	-7%	1
CN(C)C(=O)Oc1ccc(OCc2n(C)c3ccccc3[n+]2C)cc1	-17%	-13
CC(N)Cc1cn(Cc2ccccc2)c2ccccc12 (stereo not given)	-17%	3
CC(C)(C)c1ccc(CN2C(=O)CN=C(c3ccccc3)c3ccccc32)cc1	?	·
COc1ccc(C2N3CC(C)(C)CN23)cc1 (stereo not given)	?	·
COc1ccc(CCNCc2ccncc2)cc1	?	·
O=C(Cn1ncc2ccccc21)N1CCC2(CC1)OCCO2	6%	-11
CC12CC[C@H]3[C@@H](CCC4(O)C[C@H](O)CCC34/C=N/NC(=O)Cc3ccccc3)C1(O)CCC2C1=CC(=O)OC1 (stereo not given in full)	-6%	7
CN1C(=O)C(=Cc2ccc(-c3cccc(Cl)c3)o2)C(=O)N(C)C1=O	?	·
COc1cccc(NP(=O)(Oc2ccccc2)Oc2ccccc2)c1	-1%	1
O=C(CCC(=O)N1CCC2(CC1)OCCO2)Nc1nnc(C2CCCCC2)s1	9%	-3
C=CCn1c(O)c(C(CC)=Nc2ccc(N(C)C)cc2)c(=O)[nH]c1=O	1%	8
CC[N+](C)(CC)CCCCOc1ccc2c(c1)C(=O)c1cc(OCCCC[N+](C)(CC)CC)ccc1-2	-9%	-6
COc1ccc(C(=O)C2CCCN(CCO)C2)c(C)c1 (stereo not given)	0.82µM*	-6.3*
O=C(CCCN1CCC2(CC1)C(=O)NCN2c1ccccc1)c1ccc(F)cc1	6%	7
Cc1nn(Cc2ccccc2)c(Cl)c1C(=O)Nc1ccc(OC(F)(F)F)cc1	?	·
O=C1NC(=O)C(=Cc2ccc(-c3ccc(F)cc3O)o2)C(=O)N1	i	-4
C=CCn1cc(C=C2C(=O)NC(=O)NC2=O)c2ccccc21	5%	12
O=C(c1cc2cc(F)ccc2[nH]1)N1CCC2(CC1)OCCO2	?	·
CCOc1ccc(Cl)cc1CNCCc1ccc(F)cc1	?	·

Two of the compounds above, with each value named.
> O=C1NC(=O)C(C/C=C/c2ccccc2)C(=O)N1
  Lipid storage S3 = ?; Lipid storage S3 cell count max = ·

> ClCCNc1nc2ccc(Cl)cc2[nH]1
  Lipid storage S3 = -4%; Lipid storage S3 cell count max = -3

(continued)
SMILES	Lipid storage S3	Lipid storage S3 cell count max
OC(c1ccccc1)(c1ccc(Cl)cc1)C1CN2CCC1CC2 (stereo not given)	-23%	-7
Cc1nn(Cc2ccccc2)c(Cl)c1C(=O)OCC(=O)Nc1cccc2ccccc12	0%	4
CCC1(c2ccccc2)C(=O)N(C)C(=O)N(C)C1=O	?	·
CC/C(CC(c1ccccc1)c1c(O)c2ccccc2oc1=O)=N\NC(N)=S (stereo not given)	?	·
CC1=NCCc2c1[nH]c1cc(O)ccc21	21%	·
C[C@@H]1C[C@H]2OC(=O)C3(CO3)[C@H]2[C@H](O)[C@]2(C)C(=O)C3OC3[C@@H]12 (stereo not given in full)	?	·
Cc1cccc(OP(=O)(NCc2ccccc2)Oc2cccc(C)c2)c1	?	·
O=C(C1CCC(=O)N1C1CCCC1)N1CCC2(CC1)OCCO2 (stereo not given)	-8%	-10
CN1CCC(OC(=O)Cc2ccccc2)CC1	-6%	-11
O=C(CCN1CCCCC1)Nc1ccc(Cl)cc1C(=O)c1ccccc1	9%	16
CC/C(=N\NC(=O)Nc1ccccc1)c1c(O)n(Cc2ccccc2)c(=O)[nH]c1=O	2%	-3
COC(=O)C1=C(c2c(C)noc2C)C[C@@H]2CC[C@H]1N2C(=O)NCCNC(C)=O	?	·

Grouped by structure: the compounds so far containing a furan ring, fused or not
SMILES	Lipid storage S3	Lipid storage S3 cell count max
O=c1[nH]c(=O)n(Cc2ccco2)c(O)c1C=NCCN1CCNCC1	6%	1
COc1ccc2oc3c(c2c1)NC(=O)CN=C3c1ccccc1	10%	-2
COC(=O)C1=C(c2ccc(-c3ccccc3)c(F)c2)C[C@@H]2CC[C@H]1N2C(=O)NCc1ccco1	?	·
CN1C(=O)C(=Cc2ccc(-c3cccc(Cl)c3)o2)C(=O)N(C)C1=O	?	·
O=C1NC(=O)C(=Cc2ccc(-c3ccc(F)cc3O)o2)C(=O)N1	i	-4

More compounds
SMILES	Lipid storage S3	Lipid storage S3 cell count max
CN1CCN(C(=O)Cc2nc3ccccc3[nH]2)CC1	?	·
COc1ccc(-c2nn(CCC#N)cc2C(=O)NCc2ccccc2)cc1OC	i	29
CC(C)n1cc(C(=O)N(CC(=O)NC2CCCC2)Cc2ccccc2)cn1	?	·
Cc1cnc[nH]1	?	·
c1ccc2oc(N3CCNCC3)nc2c1	?	·
O=C(Cc1ccccc1)OCn1nnc2ccccc2c1=O	5%	3
Cn1c(O)c(C(=NCCc2c[nH]c3ccccc23)c2ccccc2)c(=O)n(C)c1=O	-4%	-10
CCOC(=O)c1c(/N=C/C2C(=O)NC(=S)NC2=O)sc2c1CCC2	?	·
O=c1[nH]c(=O)n(Cc2ccc(F)cc2)c(O)c1C=NCCCn1ccnc1	?	·
CC(C)c1ccc(N=Cc2c(O)n(C3CC3)c(=S)[nH]c2=O)cc1	?	·
CC1(C)CC(CCNCc2ccc3c(c2)OCO3)(Cc2ccccc2)CCO1 (stereo not given)	-3%	-8
Cc1cc(C)[n+](CCCC[n+]2c(C)cc(C)cc2C)c(C)c1	?	·
C[C@]12CC(=CO)C(=O)C[C@@H]1CC[C@@H]1[C@@H]2CC[C@@]2(C)[C@H]1CC[C@]2(C)O	?	·
CCC(=NCc1cc(OC)cc(OC)c1)c1c(O)n(C)c(=O)n(C)c1=O	i	13
C/C(CC(c1ccccc1)c1c(O)c2ccccc2oc1=O)=N\Nc1ccc([N+](=O)[O-])cc1[N+](=O)[O-] (stereo not given)	-15%	3

Sorted by heavy-atom count (descending): part of the list above
SMILES	Lipid storage S3	Lipid storage S3 cell count max
C/C(CC(c1ccccc1)c1c(O)c2ccccc2oc1=O)=N\Nc1ccc([N+](=O)[O-])cc1[N+](=O)[O-] (stereo not given)	-15%	3
CCOC(=O)c1c(/N=C/C2C(=O)NC(=S)NC2=O)sc2c1CCC2	?	·
c1ccc2oc(N3CCNCC3)nc2c1	?	·

Only part of the results is shown (hit frequency here may not be typical).
